# V-ATPase pHluor: regulators of yeast V-ATPase proton transport | S. cerevisiae, pHLuorin cytosolic pH fluorescence | response, % at 10 µM | 0.37% of 350,000 active; in the data active = response mostly above about 7.3%, no sharp cut-off; inactive = mostly below about 5.4%; note: actives read high; inactives centre near 0; some compounds called inactive have numbers as strong as hits; reference of the scale not given here
# HTR5A inv ctr: inverse agonist of human HTR5A in OPRM1-OPRD1 counter-screen. HTR5A cell line, luminescence, inverse agonism. P47898. 0.083% of 340,000 active. AID 504634. inhibition, % at 9.3 µM; in the data active = inhibition mostly above about 23%, no sharp cut-off; inactive = mostly below about 18%;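 note: 0% = cells with DMSO and 100% = no-cell wells with DMSO; some compounds called inactive have numbers as strong as hits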
# HTR5A ag ctr: activates human HTR5A in OPRM1-OPRD1 agonist counter-screen; P47898; HTR5A agonist assay, luminescence, cell-based; activation, % at 9.3 µM; 0.61% of 340,000 active; in the data active = activation mostly above about 9.5%, no sharp cut-off; inactive = mostly below about 7.6%;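 note: 0% = cells with vehicle only and 100% = reference agonist; strong numbers were not always called active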
# cardiac RTF act: cardiac RTF calcium sensitization | P19429+P45379 | IANBD-labeled TnC RTF fluorescence at EC20 calcium; 0% EC20 calcium, 100% full calcium | activation, % at 7.2 µM | 0.24% of 340,000 active | AID 493008;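 active = activation above the mean over all tested compounds plus 3 SD, cut at about 30% in these data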;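 note: rise in fluorescence read as greater calcium sensitivity of cardiac thin filaments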
# CAL PDZ FP: blocks peptide binding to the human CAL PDZ domain. Q9HD26. purified CAL PDZ, TMR-peptide fluorescence polarization, 1 h. inhibition, % at 24.9 µM. 0.92% of 300,000 active;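 active = mean inhibition of at least 30% with at least half of replicates also reaching 30%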;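 note: 0% = DMSO neutral control and 100% = excess unlabeled competitor peptide PRC23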
# LANA DNA inh: KSHV C-LANA DNA binding inhibition; MBP-C-LANA/FAM-LBS DNA binding, fluorescence polarization; inhibition, % at 9 µM; 0.078% of 340,000 active; AID 504423;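 active = highest replicate inhibition at or above 60% at 9 µM, even if other replicates fall short; inactive = all replicates below 60% inhibition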;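 note: 0% = neutral control wells and 100% = 4 µM acridine orange control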
# Cardiac RTF inh: cardiac RTF calcium desensitization; IANBD-labeled cardiac RTF, Ca2+ fluorescence; inhibition, % at 7.15 µM; 0.12% of 340,000 active; AID 493244;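 active = inhibition above the mean inhibition of all tested compounds plus 3 SD, cut at about 17% in these data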;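 note: assay run at fixed EC70 calcium of 1.6 mM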
# Keap1 Nrf2 FP: inhibitors of human Keap1-Nrf2 protein-protein interaction. inhibition, % at 9.4 µM. Q14145. 0.15% of 340,000 active. Keap1 Kelch-Nrf2 peptide fluorescence polarization, 1536-well; in the data active = inhibition above about 12%;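 note: human Keap1 Kelch domain with fluorescein labeled Nrf2 9mer peptide probe; 0% = neutral control wells and 100% = peptide positive control; higher means more block of Keap1 binding to Nrf2 peptide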
# MOR-DOR ag: OPRM1-OPRD1 heterodimerization agonism. P35372+P41143. 0.3% of 340,000 active. activation, % at 9.3 µM. cells, luminescence; in the data active = activation above about 18%;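 note: 0% = vehicle-treated cells and 100% = reference agonist; values of inactives mirror those of a sister screen read the other way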
# Target sequence (P35372 whole entry, looked up): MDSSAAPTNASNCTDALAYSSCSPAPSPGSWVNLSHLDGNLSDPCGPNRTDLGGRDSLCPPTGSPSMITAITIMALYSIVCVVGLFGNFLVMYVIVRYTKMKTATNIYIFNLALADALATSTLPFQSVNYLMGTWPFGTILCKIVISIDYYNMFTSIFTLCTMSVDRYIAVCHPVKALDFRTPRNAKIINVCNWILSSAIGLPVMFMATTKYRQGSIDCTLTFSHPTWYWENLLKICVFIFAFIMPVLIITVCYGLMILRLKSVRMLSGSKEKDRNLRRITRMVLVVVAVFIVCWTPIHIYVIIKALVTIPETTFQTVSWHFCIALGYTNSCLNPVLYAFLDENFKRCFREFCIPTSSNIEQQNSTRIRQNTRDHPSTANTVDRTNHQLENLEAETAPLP
# Target sequence (P41143 whole entry, looked up): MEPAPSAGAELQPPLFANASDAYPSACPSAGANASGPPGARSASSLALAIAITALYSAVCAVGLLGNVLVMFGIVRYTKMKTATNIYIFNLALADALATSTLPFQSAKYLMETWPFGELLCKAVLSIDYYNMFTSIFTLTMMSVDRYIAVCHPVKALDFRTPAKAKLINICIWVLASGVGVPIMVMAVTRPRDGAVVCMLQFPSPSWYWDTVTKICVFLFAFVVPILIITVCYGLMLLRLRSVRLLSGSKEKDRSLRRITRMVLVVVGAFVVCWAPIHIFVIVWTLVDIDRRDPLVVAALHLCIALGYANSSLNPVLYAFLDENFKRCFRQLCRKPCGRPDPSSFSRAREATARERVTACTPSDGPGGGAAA
# MOR-DOR inv ag: mu-delta opioid heterodimer inverse agonism; inhibition, % at 9.3 µM; cell-based MOR-DOR heterodimer luminescence; 0.21% of 340,000 active; AID 504357; in the data active = inhibition above about 22%, passing the limit was not always enough;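 note: 0% = cells with DMSO and 100% = wells without cells with DMSO; values of inactives mirror those of a sister screen read the other way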
# Active calls of the source: *; . = not tested or not shown.
SMILES,V-ATPase pHluor,HTR5A inv ctr,HTR5A ag ctr,cardiac RTF act,CAL PDZ FP,LANA DNA inh,Cardiac RTF inh,Keap1 Nrf2 FP,MOR-DOR ag,MOR-DOR inv ag
COC(=O)c1ccc(COC(=O)C2CCN(S(=O)(=O)c3c(Cl)cccc3Cl)CC2)o1,3,-21,0,-2,-5,-0.8,-10,2,-1.7,11
N#Cc1ccc(Cl)cc1NC(=O)CSc1cccc[n+]1[O-],2,-10,3,3,0,0.0,-4,-1,-2.4,12
COc1ccc(Br)c(C(=O)OCC(=O)NC2CCCCCC2)c1,2,13,3,-1,-5,-1.8,-9,-4,1.4,-5
CCOC(=O)c1c(-c2cccs2)csc1NC(=O)CCCC(=O)O,-2,18,-1,-1,1,2.7,-10,-2,0.2,-1
COc1ccccc1NCC(=O)N1CCN(S(=O)(=O)c2ccccc2)CC1,2,-9,4,0,-5,1.3,-7,-4,-1.0,4
O=C(NC1CCCc2ccccc21)c1ccc2c(c1)OCO2 (configuration not stated),-1,15,6,2,6,-1.8,-7,2,-2.8,14
Cc1nnc(SCC(=O)NC2CCCCCC2)n1C(C)C,0,21,2,-3,-2,-0.1,5,-1,-4.5,15
O=C(c1cccnc1)N(Cc1ccccc1)c1ccccc1,10,11,0,7,4,-0.6,-8,-2,1.1,-6
CCCCn1nc(NC(=O)CCC)c2cc3cc(OC)ccc3nc21,0,4,-1,-5,-2,-4.0,2,-2,-2.0,10
CSCCC(NC(=O)OCc1ccccc1)C(=O)O (configuration not stated),-2,-8,-2,-6,-4,0.7,1,0,-2.2,13
COc1ccccc1N1CCN(c2ncnc3sc(C(=O)NCC4CCCO4)c(C)c23)CC1 (configuration not stated),2,0,1,-6,3,-0.1,-5,-2,-2.8,14
O=C(OCC(=O)N1CCN(S(=O)(=O)c2ccccc2)CC1)C1CCC1,-3,-10,3,7,3,-0.1,1,0,-2.5,10
COc1cc(C2c3c(oc4cc(C)c(C)cc4c3=O)C(=O)N2c2cc(C)ccn2)ccc1O (configuration not stated),-52,-9,-4,2,-5,0.1,0,2,0.3,-2
Cc1ccc(SC/C(O)=C(\C#N)c2nc3ccccc3n2C)cc1,0,-35,10,4,-2,0.9,3,-5,0.5,-2
O=C(NCCc1ccccc1)c1ccccc1F,4,-17,0,2,5,2.6,3,2,-3.0,14
COC(CNC(=O)CN1CCN(Cc2ccccc2F)C1=O)OC,-2,-2,1,2,0,-0.2,-5,0,-0.4,2
CON(c1nc(Cl)nc(N(C)C)n1)S(=O)(=O)c1ccccc1Cl,0,-1,1,4,-1,-0.4,-5,-4,-2.0,12
CCCn1c(SCC(=O)c2cc(C)n(C3CC3)c2C)n[nH]c1=O,0,-25,3,2,-2,-0.6,-1,4,-2.4,10
O=C(CCCC1=NS(=O)(=O)c2ccccc2N1)N1CCN(c2ccccc2)CC1,5,-32,9,0,-2,-0.2,-8,-3,0.0,0
COCCSc1ccccc1C(=O)Nc1ccc(Br)cc1,-2,-33,-5,-4,-7,-2.9,-4,-1,-4.0,21
CN(C)S(=O)(=O)c1ccc(C(=O)NNC(=O)C2COc3ccccc3O2)cc1 (configuration not stated),1,-14,6,-1,1,-1.2,3,-8,-1.0,5
O=C(Nc1ccccc1C(F)(F)F)N1CCN(c2ccccn2)CC1,0,-4,0,1,-2,-1.1,0,0,-2.8,15
COC(=O)c1ccccc1C(=O)c1cccc2ccccc12,0,10,-3,-2,-6,2.3,3,-5,1.4,-6
Nc1c(N2CCN(c3ccccc3)CC2)c2ccccc2oc1=O,-2,28,-4,-3,1,0.8,1,0,-2.4,13
Cc1ccc(NC(=O)c2sc3nc(C)cc(C)c3c2N)cc1,8,-2,1,-2,0,0.5,-5,-1,-0.2,1

# A different layout for part of the listing above:
molecule	V-ATPase pHluor	HTR5A inv ctr	HTR5A ag ctr	cardiac RTF act	CAL PDZ FP	LANA DNA inh	Cardiac RTF inh	Keap1 Nrf2 FP	MOR-DOR ag	MOR-DOR inv ag
N#Cc1ccc(Cl)cc1NC(=O)CSc1cccc[n+]1[O-]	2	-10	3	3	0	0.0	-4	-1	-2.4	12
COc1ccc(Br)c(C(=O)OCC(=O)NC2CCCCCC2)c1	2	13	3	-1	-5	-1.8	-9	-4	1.4	-5
CCOC(=O)c1c(-c2cccs2)csc1NC(=O)CCCC(=O)O	-2	18	-1	-1	1	2.7	-10	-2	0.2	-1

# Additional structures
SMILES,V-ATPase pHluor,HTR5A inv ctr,HTR5A ag ctr,cardiac RTF act,CAL PDZ FP,LANA DNA inh,Cardiac RTF inh,Keap1 Nrf2 FP,MOR-DOR ag,MOR-DOR inv ag
CCOC(=O)N1CCC(NC(=O)C2CCN(S(=O)(=O)c3c(C)noc3C)CC2)CC1,1,0,3,-2,5,0.7,-3,-1,-0.8,4
O=C(Cc1nc2ccccc2[nH]1)c1ccc(Br)cc1,-1,32,2,3,2,0.2,-4,-3,3.3,-17
O=C(COC(=O)c1cccc(S(=O)(=O)N2CCN(c3ccccc3)CC2)c1)NCc1ccco1,1,-15,6,-2,1,0.3,-2,-7,-1.2,5
O=C1C=C(NCc2ccc(Cl)c(Cl)c2)CC1,-4,-17,4,1,-5,-1.1,-9,-2,-2.4,14
COc1ccc(N(CC(=O)Nc2cccnc2)S(C)(=O)=O)cc1,0,-38,-1,2,3,0.3,0,-1,-1.4,7
COCCCn1c(C(=O)NCCN2CCOCC2)cc2c(=O)n3cccc(C)c3nc21,8.2*,22,5,-3,-3,-0.8,-3,-4,-2.1,11
Cc1ccc(F)cc1NC(=O)c1ccc(OCC2CCCO2)cc1 (configuration not stated),0,-1,1,-2,1,0.2,-4,-1,-2.6,10
CN(c1ccc(C(=O)NC2CCCC2)cc1)S(=O)(=O)c1ccccc1,1,-3,1,-2,-4,1.1,8,0,-2.0,11
OC(COc1ccc(CN2CCSCC2)cc1)CN1CCCCC1 (configuration not stated),-1,-1,0,-2,3,-0.5,-13,-3,0.7,-4
Cc1ccnc2nc(C(=O)N3CCN(S(=O)(=O)c4ccccc4)CC3)nn12,-1,-5,2,-4,-3,-0.8,6,1,4.5,-27
O=C(CCCOc1cccc(Br)c1)NC1CCC(O)CC1 (configuration not stated),-2,8,4,0,-4,-1.9,-19,1,-0.4,2
CCCc1cc(=O)[nH]c(Nc2cc(OC)ccc2OC)n1,-2,4,-2,-3,3,0.4,6,1,-0.8,4
Nn1c(-c2cccc(Br)c2)n[nH]c1=S,7,8,-2,2,-3,0.9,10,1,-2.0,11
O=C1/C(=C\c2ccc(O)c(O)c2)N=C2CCCCCN12,-1,27*,-9,4,0,-13,-11,-17,-0.4,2
COC(=O)CC1C(=O)NCCN1C(=O)Nc1ccc(Cl)c(Cl)c1 (configuration not stated),-2,-3,0,0,.,-1.1,3,-1,-2.6,13
CCN(CCCNC(=O)C1CCCN(S(=O)(=O)c2cnc[nH]2)C1)c1ccccc1 (configuration not stated),-1,-8,3,2,6,1.1,-2,-5,-1.5,8
O=C(Nc1ccc(F)cc1)Nc1ccc2ccccc2n1,-4,-12,4,8,9,2.5,-8,5,4.2,-19
COc1ccc(OC)c(NC(=O)CSc2nnc3ccc(-c4ccccn4)nn23)c1,1,-1,-7,-2,-1,-0.7,-3,4,-1.2,8
Cc1ccc(C)c(Oc2coc3cc(O)ccc3c2=O)c1,2,-10,2,14,0,-5.7,-8,0,1.6,-7
C=CCNc1ncnc2ccc(Br)cc12,0,-20,1,5,-4,-2.4,-3,-2,-1.1,7
Cc1ncc(CO)c(/C=N/NC(=O)c2cccc(S(=O)(=O)N3CCCC3)c2)c1O,0,1,0,7,1,2.3,2,-8,-0.4,2
COc1ccccc1NC(=S)N(Cc1ccccc1)Cc1cccs1,-2,12,9.3*,3,-2,-1.9,-9,-1,0.4,-2
COCCNC(=O)c1ccc(C)c(NC(=O)C2=C(C)OCCS2)c1,1,-5,1,-1,-3,0.5,-3,-6,1.8,-8
COc1cc(SC)ccc1C(=O)OCC(=O)NCCNC(=O)COC(=O)c1ccc(SC)cc1OC,1,-13,-3,-3,.,-0.1,-4,0,-2.6,18
CCCc1cc(=O)oc2cc(C)cc(OCC(=O)N[C@@H](CSCc3ccccc3)C(=O)O)c12,2,-18,0,-4,3,-0.4,4,-2,-0.3,2
# The results go on:
SMILES,V-ATPase pHluor,HTR5A inv ctr,HTR5A ag ctr,cardiac RTF act,CAL PDZ FP,LANA DNA inh,Cardiac RTF inh,Keap1 Nrf2 FP,MOR-DOR ag,MOR-DOR inv ag
COC(=O)c1ccc(Cn2nnc3ccccc32)cc1,5,-41,9,0,-2,-0.1,-1,-3,-2.3,12
COc1cccc2sc(Nc3nc(-c4ccccn4)cs3)nc12,4,-2,-2,-5,-2,1.9,7,0,-4.5,23
O=C(COC(=O)c1cc[n+]([O-])cc1)Nc1ccc(Cl)cc1Cl,1,-15,6,-1,-4,1.8,-6,-6,-1.0,4
Cc1cccc(C(=O)Nc2ccc(C(=O)/C=C/c3cccnc3)cc2)c1,2,11,-5,1,0,0.7,-5,0,-2.4,12
O=S(=O)(NCc1ccc(F)cc1)c1ccccc1Br,2,-18,3,-3,-3,-2.3,-5,-1,-0.7,4
Cc1cc(NC(=O)CCCn2nc([N+](=O)[O-])c(Br)c2C)no1,0,13,1,1,-17,-0.1,-14,5,-2.9,15
CCOC(=O)c1cnc2c(N=Nc3ccccc3)c(N)nn2c1N,-2,-17,0,2,-2,-1.0,-14,-6,2.0,-11
O=C(CC1C(=O)NCCN1Cc1ccccc1)NC1CCCCCC1 (configuration not stated),-3,19,-8,-8,1,-0.3,6,-2,-3.8,21
Cc1ccc(C(=O)CC(=O)c2ccc(C(C)(C)C)cc2)cc1,-4,2,-1,-5,5,-1.0,16,-2,2.0,-14
Cc1cc(C)nc(NC(=O)C(c2ccccc2)c2ccccc2)c1,0,2,6,0,-2,2.0,-11,0,4.7,-24
CC1CCc2c(nc3ncnn3c2Nc2ccc(OC(F)(F)F)cc2)C1 (configuration not stated),-1,1,1,1,-5,-1.0,-1,-4,-1.3,6
Cc1ccc(NC(=O)CN(C)C(=O)C(c2ccccc2)c2ccccc2)cc1,0,10,0,-2,-5,-0.4,0,0,0.7,-3
COc1ccccc1N(C)S(=O)(=O)c1ccc(Cl)c(C(=O)NCc2cccnc2)c1,3,5,-2,-9,-5,1.8,-16,1,-1.3,9
O=C(CSc1n[nH]c(-c2ccccc2)n1)c1ccc(O)c(O)c1,-5,-5,8,-3,-1,-1.5,-3,-2,-0.1,0
Cc1nc(-c2ccccc2)nc2[nH]ccc(=O)c12,-2,-7,3,-4,-3,-0.1,12,0,1.0,-6
CC(C)OC(=O)C1C(=O)CC(C)(O)C(C(=O)OC(C)C)C1c1cccc(O)c1 (configuration not stated),1,4,0,0,-1,0.5,-1,7,-2.2,12
O=C(Cn1ccc([N+](=O)[O-])n1)Nc1nc2ccccc2s1,6,5,-2,-4,-1,3.1,3,4,-1.4,8
CCCN(CCO)Cc1cccc(Oc2ccccc2)c1,2,-5,-1,0,-2,0.2,-9,3,-3.4,18
COc1cccc(CN(C(=O)Cn2nnc(-c3ccccc3F)n2)C(C(=O)NC(C)(C)C)c2ccncc2)c1 (configuration not stated),-3,5,-2,11,-2,-1.7,-7,-9,2.7,-15
Fc1ccc(Br)cc1/C=N/n1cnnc1,2,0,0,8,-6,2.0,-11,-3,-3.9,19
CC(C)(C)OC(=O)C[C@H]1C/C=C\C[C@@H](CC(=O)N[C@@H](CO)Cc2ccccc2)C(=O)N2CCC[C@H]2COC1=O,-1,5,-1,-1,0,-0.3,0,-1,-0.5,3
S=C1CCSc2ccc(Cl)cc2N1,-2,5,1,-5,-3,-1.8,-7,-1,-1.5,8

# Hits appear at their usual frequency (roughly 2.8% active in at least one column).
